Compound activity (PubChem)
FUS suppressor: qHTS for Suppressors of FUS Proteinopathy: Primary screen using FUS-linked yeast assay. S. cerevisiae FUS-expressing, growth rescue, OD600, 24 h. Potency, µM (doses to about 76.6 µM), for inactives: top-dose growth rescue (activation), actives largely listed as activators. hit rate 0.24% among 390,000. AID 1347120, 2019;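 note: plate controls were DMSO vehicle for no effect and reference control for full effect; nearly all actives have a fitted effect of over 55% in size; some results filed as inactive show a strong effect at the top dose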
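Quantitative HTS measuring growth restoration of FUS-toxic yeast. Galactose-induced cells (OD 0.005) were exposed 24hr at 30C to compounds at several concentrations, then absorbance at 600 nm was recorded.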
Abeta rescue: qHTS for compounds that reverse cellular toxicity of Amyloid beta (A-beta) peptide in yeast: Primary Screen. hit rate 0.063% among 410,000. Potency, µM (titrated, usually from 46.1 µM), for inactives: top-dose growth rescue, actives largely listed as activators. yeast expressing A-beta42, growth rescue, OD600, 48 h; response scale: 0% DMSO, 100% iron-clioquinol control. AID 1347071, 2019; note: nearly all actives have a fitted effect of over 55% in size
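Yeast A-beta toxicity model in growth medium with pinned compounds, 48 h at 30 C; growth read as absorbance at 600 nm. Normalized to FeCl3/clioquinol equimolar mix (positive) and DMSO (negative).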
* = called active by the depositor. Calls come from the whole dose curve; as a rule, active = well fitted activation curve with a large enough effect; inconclusive = small, poorly fitted or top-dose-only effect; inactive = no such curve, though single readings can be large or run the other way. Potency is the fitted concentration of half-maximal effect. Some of the compounds tested. The share of hits here may be higher or lower than overall.

`CCCN(CCC)C(=O)c1c[nH]c2ccc(S(=O)(=O)Nc3cc(C)cc(C)c3)cc2c1=O` gave FUS suppressor 8.4% and Abeta rescue 3.9%.
For CCn1c(C(=O)NCc2cccc(Br)c2)cc2oc3ccccc3c21 the results were FUS suppressor -0.9% and Abeta rescue -10.8%.
COc1ccc(NC(=O)CN2C(=O)CCc3cc(S(=O)(=O)N4CCOCC4)ccc32)cc1Cl was read as FUS suppressor 20.3% and Abeta rescue -5.6%.
For COc1ccc(Nc2nc3ccccc3nc2NS(=O)(=O)c2ccc(C)cc2)c(OC)c1 the results were FUS suppressor -11.9% and Abeta rescue -9.8%.
O=c1[nH]c2ccc(NCc3ccc(-c4ccc(F)cc4)o3)cc2[nH]1 was read as FUS suppressor -8.1% and Abeta rescue -8.6%.
Screening NC(=O)CSc1nc2cc3c(cc2c(=O)n1CCCCCC(=O)NCc1ccc2c(c1)OCO2)OCO3 returned FUS suppressor -2.9% and Abeta rescue -2.2%.
Screening COc1ccc(-c2cn3cccnc3n2)cc1NC(=O)Cc1ccccc1 returned FUS suppressor 19.7% and Abeta rescue -5.9%.
For COc1cc(OC)c(OC)cc1CN1CCc2nc(Nc3ccc4c(c3)OCCO4)ncc2C1 the results were FUS suppressor -1.0% and Abeta rescue -4.5%.
Cc1ccc(NC(=O)CN2C(=O)CCc3cc(S(=O)(=O)N4CCOCC4)ccc32)cc1F was read as FUS suppressor 32.8% and Abeta rescue 1.9%.
`COc1ccc(C2=C(C)C(=O)N(Cc3ccc(C(=O)Nc4ccc(C)c(C)c4)cc3)S2(=O)=O)cc1` gave FUS suppressor inconclusive and Abeta rescue -8.5%.
COc1ccc(O)c(C2Nc3ccccc3-n3c(-c4ccccc4)c4c(=O)n(C)c(=O)n(C)c4c32)c1 (centres undefined) was read as FUS suppressor inconclusive and Abeta rescue -13.3%.
Cc1cccc(NC(=O)C(=O)NCCc2csc(-c3ccc(C(F)(F)F)cc3)n2)c1C was read as FUS suppressor 12.5% and Abeta rescue -13.3%.
Cc1c(Cl)ccc2sc(N3CCN(C(=O)C4CC4)CC3)nc12 was read as FUS suppressor inconclusive and Abeta rescue -31.9%.
`COc1cc(NC(=O)c2nc3cc(C)c(C)cc3n(C)c2=O)cc(OC)c1OC` gave FUS suppressor -29.0% and Abeta rescue -6.1%.
COc1ccc(CNc2nc(SCc3ccc(Cl)cc3)nc3ccccc23)cc1 was read as FUS suppressor -6.2% and Abeta rescue -1.8%.
Screening CCOC(=O)c1cc(-c2ccc(F)cc2)n(CC(=O)NCc2ccc(OC)cc2)c1C returned FUS suppressor 16.6% and Abeta rescue -7.5%.
For COc1ccc(NC(=O)c2cc3c(=O)n(Cc4ccco4)ccc3nc2C)c(OC)c1 the results were FUS suppressor 28.1% and Abeta rescue -7.6%.
`Cc1cn2c(=O)cc(COC(=O)c3ccc(NC(=O)C(C)Oc4ccccc4)cc3)nc2s1` (centres undefined) gave FUS suppressor -3.2% and Abeta rescue -4.5%.
COc1ccc(Cc2nc3ccc(C(=O)NCCc4ccc(Cl)cc4)cc3o2)cc1 was read as FUS suppressor -2.6% and Abeta rescue 1.0%.
Cc1ccc(CNc2ccc(-c3nc(-c4ccncc4)no3)cc2[N+](=O)[O-])cc1 was read as FUS suppressor 2.1% and Abeta rescue -14.7%.
Screening COc1ccc(Br)cc1CNC(=O)C1COc2ccccc2C1 (centres undefined) returned FUS suppressor -5.8% and Abeta rescue 17.5%.
`Cc1ccc(-n2ncc(C(=O)N3CCN(c4cccc(C)c4C)CC3)c2C2CCNCC2)c(C)c1` gave FUS suppressor 8.2% and Abeta rescue 15.1%.
For Cn1c(=O)c2c(SCC(=O)NCC3CCCO3)nc(-c3cccc(F)c3)nc2n(C)c1=O (centres undefined) the results were FUS suppressor -15.8% and Abeta rescue 5.6%.
`CCCCNc1nc(Oc2ccc(OCCC)nn2)nc(N(C)C)n1` gave FUS suppressor 8.4% and Abeta rescue 9.5%.
For CCCN1CCN(CCCNC(=O)c2cc3c(Cl)nc4ccccc4c3s2)CC1 the results were FUS suppressor -9.0% and Abeta rescue -12.9%.
Cc1cc(C)c(NC(=O)c2cc(S(=O)(=O)N3CCCC3)cn2C)c(C)c1 was read as FUS suppressor 8.8% and Abeta rescue -4.6%.
For O=C(Nc1ccc(Cl)cc1)c1cc(S(=O)(=O)NC2CCCCCC2)ccc1F the results were FUS suppressor 38.4% and Abeta rescue 9.8%.
For O=S(=O)(c1ccc(Br)cc1)c1nc(-c2ccco2)oc1SCc1ccccc1F the results were FUS suppressor 33.1% and Abeta rescue -2.1%.
Screening COc1cc(C2c3c(oc4ccc(F)cc4c3=O)C(=O)N2Cc2ccc3c(c2)OCO3)ccc1O (centres undefined) returned FUS suppressor -11.0% and Abeta rescue -5.4%.
COc1cccc(C2C(C(=O)Nc3cccnc3)=C(C)Nc3nc(SCc4ccccc4)nn32)c1 (centres undefined) was read as FUS suppressor 15.2% and Abeta rescue -13.8%.
Screening Cc1cn2c(=O)cc(COC(=O)C(C)Oc3ccccc3)nc2s1 (centres undefined) returned FUS suppressor 13.9% and Abeta rescue -12.6%.
CCN(c1ccccc1)c1nnc(NC(=O)Nc2cccc(Br)c2)s1 was read as FUS suppressor -25.3% and Abeta rescue -3.5%.
For CCC(=O)Oc1ccc(C2Nc3ccccc3-c3nnc(SC)nc3O2)cc1 (centres undefined) the results were FUS suppressor -2.9% and Abeta rescue -25.4%.
`COc1ccc(C2c3[nH]c4ccccc4c3CCN2C(=O)CCC2CCCC2)cc1` (centres undefined) gave FUS suppressor 39.4% and Abeta rescue 5.5%.
`CC(C)N(Cc1nc(-c2ccc(Cl)cc2)no1)C(=O)c1ccc(C(C)(C)C)cc1` gave FUS suppressor 11.0% and Abeta rescue -6.9%.
COc1cc(NC(=O)NCCn2nnc3cc(S(=O)(=O)N(C)C)ccc32)cc(OC)c1OC was read as FUS suppressor 19.1% and Abeta rescue -6.8%.
For COc1ccc(-c2nnc(SCC(=O)Nc3ccc(C(C)C)cc3)nc2-c2ccc(OC)c(OC)c2)cc1OC the results were FUS suppressor 23.5% and Abeta rescue 1.0%.
COc1ccc(-c2nc3sc(CCNC(=O)c4ccccc4C)c(C)n3n2)cc1 was read as FUS suppressor -21.4% and Abeta rescue 3.8%.
`O=C(Nc1ccccc1Cl)C1CCN(c2nc3ccccc3nc2C(F)(F)F)CC1` gave FUS suppressor -2.5% and Abeta rescue -14.0%.
Screening CCN(CC)S(=O)(=O)c1nnc(NC(=O)c2ccc(Br)cc2)s1 returned FUS suppressor -35.7% and Abeta rescue -9.8%.
CCN(CC)c1nn2c(=O)c(C(=O)NCc3ccc(F)cc3)cnc2s1 was read as FUS suppressor 18.0% and Abeta rescue -7.3%.
`CCOC(=O)c1c(S(=O)(=O)N2CCC(C(=O)NCc3ccc(F)cc3)CC2)c(C)n(C)c1C` gave FUS suppressor 4.0% and Abeta rescue 0.3%.
`Cc1c(Cl)cccc1NC(=O)C(C)n1nnc2sc3c(c2c1=O)CCCC3` (centres undefined) gave FUS suppressor -21.8% and Abeta rescue -9.4%.
`Cc1ccc(-c2nnc(Nc3cccc(O)c3)c3ccccc23)cc1S(=O)(=O)NCC1CCCO1` (centres undefined) gave FUS suppressor 27.1% and Abeta rescue -7.6%.
CCCOc1ccc(CNC(=O)CCCn2ncn3c(cc4sc(CC)cc43)c2=O)cc1 was read as FUS suppressor 17.4% and Abeta rescue -12.6%.
For COc1ccc(-n2ccnc(NCCc3ccc(Cl)cc3)c2=O)cc1OC the results were FUS suppressor 16.2% and Abeta rescue -0.7%.
Screening CCOC(=O)C1CCN(C(=O)c2cc3ccc4cccnc4c3[nH]2)CC1 returned FUS suppressor 13.2% and Abeta rescue -25.8%.
For COc1ccccc1CNC(=O)c1ccc(N2CCCC2)c(NC(=O)NCc2ccccc2)c1 the results were FUS suppressor 15.2% and Abeta rescue -6.6%.
Screening Cc1ccccc1Cn1nnc2c(=O)[nH]c(C3CCN(C(=O)c4ccccc4Cl)CC3)nc21 returned FUS suppressor 34.0% and Abeta rescue 17.8%.
`O=c1cc2nc(-c3ccccc3F)nc(SCc3ccc(Br)cc3)n2[nH]1` gave FUS suppressor 7.8% and Abeta rescue -12.8%.
For COc1ccc(CCCc2nnc(SCC(=O)Nc3ccc(C)cc3C)o2)cc1 the results were FUS suppressor 30.6% and Abeta rescue 1.2%.
Screening CCOc1ccc(S(=O)(=O)Nc2cccc(-c3ccc(N4CCCC4)nn3)c2)cc1 returned FUS suppressor 16.7% and Abeta rescue -23.3%.
COc1ccc(C)cc1S(=O)(=O)NCC(c1cccs1)S(=O)(=O)c1ccc(C)cc1 (centres undefined) was read as FUS suppressor 34.1% and Abeta rescue 8.1%.
For COc1ccc(OC)c(NC(=O)CN2C(=O)CCc3cc(S(=O)(=O)N4CCCCC4)ccc32)c1 the results were FUS suppressor inconclusive and Abeta rescue -9.5%.
COc1ccc(C2=C(C(C)=O)Sc3nnc(-c4ccc(Cl)cc4)n3N2C(C)=O)cc1OC was read as FUS suppressor 2.7% and Abeta rescue -12.0%.
For CCOC(=O)/C(C#N)=C/c1ccc(-c2ccc(C)cc2)o1 the results were FUS suppressor -14.5% and Abeta rescue 2.9%.
Cc1ccc(NC(=O)CC(C)S(=O)(=O)c2ccc3c(c2)NC(=O)CO3)cc1Cl (centres undefined) was read as FUS suppressor -27.5% and Abeta rescue 2.5%.
Screening Cc1c(C(=O)N2CCC(C)CC2)c(S(=O)(=O)N2CCN(c3cccc(Cl)c3)CC2)c(C)n1C returned FUS suppressor inconclusive and Abeta rescue -10.6%.
`COc1ccc(NC(=O)C2CCN(S(=O)(=O)c3ccc4[nH]c(=O)ccc4c3)CC2)c(OC)c1` gave FUS suppressor -15.9% and Abeta rescue -2.7%.
Cc1ccc(C)c(CN2C(=O)c3ccccc3S(=O)(=O)c3ccc(C(=O)NCCc4ccc(Cl)cc4)cc32)c1 was read as FUS suppressor inconclusive and Abeta rescue -4.7%.
For CCN(CC)CCCNC(=O)c1c(C)oc2ncnc(N3CCOCC3)c12 the results were FUS suppressor -14.0% and Abeta rescue -19.0%.
Screening COc1ccc(CCNC(=O)c2ccc3c(c2)N=C(C)c2cc(C)ccc2S3)cc1OC returned FUS suppressor inconclusive and Abeta rescue -9.0%.
For COc1ccc(CNC(=O)c2ccc(-c3nc(CSc4ccccc4)c(C)o3)cc2)cc1OC the results were FUS suppressor 2.7% and Abeta rescue -24.1%.
`CCCNC(=O)CCc1nnc2ccc(N3CCN(c4cccc(OC)c4)CC3)nn12` gave FUS suppressor 3.1% and Abeta rescue 12.2%.
CCOc1ccc(/C=C/c2nc(C#N)c(N3CCCCCC3)o2)cc1 was read as FUS suppressor 8.7% and Abeta rescue inconclusive.
CCOC(=O)CC(NC(=O)c1cc2c(=O)n3cccc(C)c3nc2s1)c1ccc(OCC(C)C)c(OC)c1 (centres undefined) was read as FUS suppressor -22.3% and Abeta rescue -6.7%.
Screening CCOc1ccc(-c2nonc2NC(=O)c2oc3ccc(Br)cc3c2C)cc1 returned FUS suppressor -8.1% and Abeta rescue 3.8%.
Screening CCOCCCNC(=O)c1c(NC(=O)c2nc(SC)ncc2Cl)sc2c1CCCC2 returned FUS suppressor 17.3% and Abeta rescue -4.6%.
For COc1ccc(NC(=O)c2ccc3oc(=O)c(S(=O)(=O)c4ccc(C)cc4)cc3c2)cc1OC the results were FUS suppressor -0.3% and Abeta rescue -6.3%.
For CCCCC(=O)OC1=CN(Cc2ccccc2)S(=O)(=O)c2ccccc21 the results were FUS suppressor 12.8% and Abeta rescue -9.0%.
Screening CCOC(=O)Cn1c(=O)n(-c2ccccc2OC)c2nc(-c3ccc(C(C)C)cc3)nc(C(N)=O)c21 returned FUS suppressor 11.5% and Abeta rescue -4.3%.
Cc1ccc(NC(=O)Cn2c(=O)oc3cc(S(=O)(=O)N4CCCC4)ccc32)cc1F was read as FUS suppressor -7.3% and Abeta rescue -19.8%.

Grouped by structure: the compounds so far containing an NH in an aromatic ring (seven)
`CCCN(CCC)C(=O)c1c[nH]c2ccc(S(=O)(=O)Nc3cc(C)cc(C)c3)cc2c1=O` gave FUS suppressor 8.4% and Abeta rescue 3.9%.
O=c1[nH]c2ccc(NCc3ccc(-c4ccc(F)cc4)o3)cc2[nH]1 was read as FUS suppressor -8.1% and Abeta rescue -8.6%.
`COc1ccc(C2c3[nH]c4ccccc4c3CCN2C(=O)CCC2CCCC2)cc1` (centres undefined) gave FUS suppressor 39.4% and Abeta rescue 5.5%.
Screening CCOC(=O)C1CCN(C(=O)c2cc3ccc4cccnc4c3[nH]2)CC1 returned FUS suppressor 13.2% and Abeta rescue -25.8%.
Screening Cc1ccccc1Cn1nnc2c(=O)[nH]c(C3CCN(C(=O)c4ccccc4Cl)CC3)nc21 returned FUS suppressor 34.0% and Abeta rescue 17.8%.
`O=c1cc2nc(-c3ccccc3F)nc(SCc3ccc(Br)cc3)n2[nH]1` gave FUS suppressor 7.8% and Abeta rescue -12.8%.
`COc1ccc(NC(=O)C2CCN(S(=O)(=O)c3ccc4[nH]c(=O)ccc4c3)CC2)c(OC)c1` gave FUS suppressor -15.9% and Abeta rescue -2.7%.
